Epigenetic reg – epigenetic control regulation, reporter derepression | murine LDR cells, GFP reporter derepression, 30 h | Potency, µM (highest dose often 53.9 µM), for the others: top-dose GFP activation, most hits filed as activators | 0.2% of 280,000 active | AID 1865; note: % of control where 0% means no effect; nearly all actives have a fitted effect of over 60% in size
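Murine LDR cells bearing a silenced CMV-driven GFP reporter were exposed to compound for 30 h at 37 C. After PBS washes, GFP-positive cells (20-120 um objects) counted by laser-scanning microplate cytometry.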
Tau fluor counter – counter-screen for tau fibril formation inhibitors; tau K18 P301L Alexa594 fluorescence, heparin fibrillization; Potency, µM (top dose mostly 57.7 µM), for inactives: at the top dose activity change, negative = decrease; 0.93% of 280,000 active; note: % is set by controls: 0 for no effect and ±100 for the full control effect; nearly all actives have a fitted effect of over 55% in size
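Human tau K18 P301L (15 uM unlabeled, 0.24 uM Alexa 594-labeled) in 100 mM sodium acetate pH 7 with 20 uM heparin, 6 hr at 37 C. ThT 30 uM added, 1 hr ambient; Alexa 594 FP and total fluorescence read at 555/632 nm.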
ALDH1A1 block – ALDH1A1 (human) enzyme inhibition. P00352. Purified ALDH1A1, NADH fluorescence, propionaldehyde substrate. Potency, µM (top dose mostly 75.3 µM), inactives show at the highest dose activity, negative = inhibition, most hits filed as inhibitors. 7.3% of 220,000 active. AID 1030; active = well fitted inhibition curve with a large enough effect, not every such curve was filed as active; inconclusive = small, poorly fitted or top-dose-only effect, or another doubt; inactive = no such curve, though single readings can be large or run the other way;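 note: plate controls were no enzyme wells and a reference inhibitor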
Target sequence (P00352 whole entry, looked up): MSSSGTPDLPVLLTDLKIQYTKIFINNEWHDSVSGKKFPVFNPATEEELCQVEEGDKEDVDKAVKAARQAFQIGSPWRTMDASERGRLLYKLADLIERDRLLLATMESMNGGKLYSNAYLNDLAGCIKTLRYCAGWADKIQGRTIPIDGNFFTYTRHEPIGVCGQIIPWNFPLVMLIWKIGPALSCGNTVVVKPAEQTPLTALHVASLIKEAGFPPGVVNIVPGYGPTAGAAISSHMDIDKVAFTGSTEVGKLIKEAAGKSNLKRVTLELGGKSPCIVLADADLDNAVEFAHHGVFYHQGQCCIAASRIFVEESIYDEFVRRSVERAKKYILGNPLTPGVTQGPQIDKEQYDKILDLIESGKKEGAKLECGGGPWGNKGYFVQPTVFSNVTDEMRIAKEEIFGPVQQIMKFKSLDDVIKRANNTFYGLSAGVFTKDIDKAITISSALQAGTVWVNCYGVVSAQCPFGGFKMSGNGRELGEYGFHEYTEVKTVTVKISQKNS
GAA inhib – blocks human lysosomal alpha-glucosidase; Potency, µM (highest dose often 76.9 µM), without a hit: at the top dose activity change, negative = inhibition, usual class: inhibitors; 0.005% of 200,000 active; P10253; purified human GAA, 4-MU-alpha-glucoside fluorescence; AID 1466;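 note: plate controls were uninhibited enzyme wells for no effect and no-enzyme background for full effect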
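Fluorescence at Ex 365/Em 440 nm from 4-methylumbelliferone reported enzyme activity after 20 min at room temperature. Reactions used 4 nM enzyme and 400 uM substrate at pH 5.0; curves fitted with the Hill equation.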
aGal spleen mod – alpha-galactosidase A (human) modulation | P06280 | human spleen homogenate, 4MU-alpha-Gal fluorescence, 40 min | Potency, µM (doses to about 80 µM), inactives show at the top dose activity change, negative = inhibition, actives largely listed as inhibitors | 0.008% of 240,000 active | AID 2107;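 note: 0% = enzyme with vehicle and -100% = no enzyme basal signal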
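Human spleen homogenate (1 ug) was the enzyme source, with 4-methylumbelliferyl-alpha-D-galactopyranoside (1 mM final) in pH 5.0 citrate buffer with 0.01% Tween-20. Compounds were titrated; after 40 min at 37C, NaOH/glycine stop, 4-MU fluorescence read; AC50 from Hill fits.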
NPSR antagonist – neuropeptide S receptor (human) antagonism, cAMP. Q6W5P4. CHO-NPSR cells, cAMP TR-FRET, antagonist mode. Potency, µM (highest dose often 38.3 µM), without a hit: at the highest dose activity change, negative = inhibition, most hits filed as inhibitors. 1% of 220,000 active; note: % is set by controls: 0 for no effect and ±100 for the full control effect; nearly all actives have a fitted effect of over 50% in size; many of its hits are not listed in these tables
Target sequence (Q6W5P4 whole entry, looked up): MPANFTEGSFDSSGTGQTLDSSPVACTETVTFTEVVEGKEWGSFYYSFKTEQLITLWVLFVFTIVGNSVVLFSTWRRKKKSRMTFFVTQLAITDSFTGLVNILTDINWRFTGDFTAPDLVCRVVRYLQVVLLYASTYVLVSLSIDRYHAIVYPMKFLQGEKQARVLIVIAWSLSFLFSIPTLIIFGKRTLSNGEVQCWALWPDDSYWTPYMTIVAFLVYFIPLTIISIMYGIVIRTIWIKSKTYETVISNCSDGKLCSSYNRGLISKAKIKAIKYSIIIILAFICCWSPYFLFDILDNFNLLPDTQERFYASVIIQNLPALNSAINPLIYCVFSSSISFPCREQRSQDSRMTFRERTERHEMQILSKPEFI
GAA glycogen mod – inhibitors or activators of human alpha-glucosidase glycogen cleavage | P10253 | recombinant GAA, glycogen substrate, Amplex Red glucose oxidase fluorescence | Potency, µM (top dose mostly 76.4 µM), without a hit: at the highest dose activity change, negative = inhibition, hits mostly inhibitors | 0.38% of 300,000 active;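 note: 0% = full enzyme reaction and -100% = no-enzyme basal signal; the screen sought inhibitors and activators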
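Recombinant enzyme (4 nM final) with compounds titrated up to 77 uM and bovine liver glycogen (30 ug) in citrate pH 5.0, 0.01% Tween-20, 37 C 40 min. Released glucose detected by Amplex Red/glucose oxidase (Ex 573/Em 610); AC50 from Hill fits.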
aGlu spleen mod – inhibits or activates alpha-glucosidase in human spleen homogenate; 0.006% of 240,000 active; Potency, µM (top dose mostly 79.9 µM), for the others: at the highest dose activity change, negative = inhibition, most hits filed as inhibitors; P10253; human spleen homogenate, 4-MU-alpha-glucoside fluorescence;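 note: 0% = enzyme with vehicle and -100% = no enzyme basal signal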
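Human spleen homogenate (1 ug) with 4-methylumbelliferyl-alpha-D-glucopyranoside (1 mM final) in 50 mM citrate/phosphate pH 5.0, 0.01% Tween-20; 40 min at 37 C. Stopped at pH 10; 4-MU fluorescence Ex 365/Em 440 nm; AC50 by Hill fit.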
Numbers without * were called inactive; ? = inconclusive; . = no result given; & = joins results of further samples; [ ] = another dose, or the depositor's remark. Unless noted, calls come from the whole dose curve; as a rule, active = well fitted curve in the direction sought with a large enough effect; inconclusive = small, poorly fitted or top-dose-only effect, or another doubt; inactive = no such curve, though single readings can be large; an effect the other way counts as inactive or inconclusive. Potency is the fitted concentration of half-maximal effect. This is a subset; rates above refer to the full screens.

structure,GAA inhib,Epigenetic reg,ALDH1A1 block,aGlu spleen mod,NPSR antagonist,Tau fluor counter,aGal spleen mod,GAA glycogen mod
Cc1cc(OC(=O)CCNC(=O)OC(C)(C)C)c2c3c(c(=O)oc2c1)CCC3,3.8%,-0.5%,1.78µM*,-9.7%,?,-5.6%,11.0%,1.2%
O=S(=O)(c1ccc(F)cc1)N1CCCC1c1cccnc1 (stereo unspecified),-0.5%,-0.2%,-14.4%,-6.8%,-13.0%,-7.0%,4.3%,7.3%
O=C(COc1ccc(Cl)cc1)NC1CN2CCC1CC2 (stereo unspecified),-1.4%,1.0%,20.6%,-4.3%,-10.5%[7.67 µM],6.3%,-0.7%,-2.5%
CN(C)C(=O)Oc1ccc(OC(=O)c2ccccc2)cc1,0.4%,0.0%,16.4%,-3.1%,-13.6%[46.1 µM],3.1%,4.8%,4.9%
COC(=O)c1cn(C(=O)c2cccc3ccccc23)c2ccccc12,.,-5.6%,.,2.3%,-23.6%,-20.6%,-2.1%,1.1%
O=c1cccc2n1CC1CC2CN(S(=O)(=O)c2ccc(F)cc2)C1 (stereo unspecified),-6.8%,0.4%,6.0%,0.1%,4.4%,-4.3%,6.1%,-2.3%
Cc1[nH]n(-c2ccccc2)c(=O)c1C(C[N+](=O)[O-])c1ccccc1Cl (stereo unspecified),2.2%,-1.0%,?,2.2%,-4.3%[46.1 µM],-16.0%,3.7%,?
N/C(=N\N=C/c1ccc(-c2ccc(O)c(C(=O)O)c2)o1)N[N+](=O)[O-],-3.9%,0.0%,?,1.5%,-15.8%[46.1 µM],?,3.6%,-6.3%
Cc1cc2c(cc(C(=O)N3CCC(C(=O)NC4CCCC4)CC3)n2Cc2c(F)cccc2Cl)o1,.,2.4%,.,-15.3%,?,-9.6%,1.4%,-9.9%
COc1nc2ccccc2c(=O)n1-c1ccc(Cl)cc1,4.4%,-0.9%,4.3%,7.7%,-7.5%,10.8%,6.6%,-1.1%
CCC(N)Cc1c[nH]c2ccccc12 (stereo unspecified),.,0.0%,.,-8.0%,10.8%,-5.0%,-2.2%,3.2%
CN(C)CC1CSCCC1(O)c1cccc(Cl)c1 (stereo unspecified),2.9%,2.0%,-0.2%,1.7%,5.5%[46.1 µM],-0.4%,2.2%,0.3%
CCOC(=O)c1ccc(N2C(=O)CC(N3CC=C(c4ccc(F)cc4)CC3)C2=O)cc1 (stereo unspecified),-11.0%,-2.1%,3.55µM*,-0.6%,-12.7%[46.1 µM],-4.5%,2.2%,2.6%
CCn1ccnc1CN1CCCC(C(=O)c2cc(Cl)ccc2OC)C1 (stereo unspecified),10.8%,-0.1%,-0.8%,-1.1%,-10.0%,9.3%[2.34 µM],-10.2%,4.0%
O=C(c1cccc2ccccc12)C1CCCN(Cc2ccon2)C1 (stereo unspecified),.,-1.0%,.,-0.8%,-11.0%,-22.8%,-1.7%,2.4%
CN(C)C(=O)Oc1ccc(Br)cc1C(=O)Nc1ccc(F)c(Cl)c1,5.4%,-3.2%,-2.8%,2.9%,34.1%,-29.7%,0.3%,0.6%
CCc1nnc(NC(=O)CCc2nc(C3=CCN(C)CC3)no2)s1,1.7%,0.7%,4.9%,5.6%,6.7%[46.1 µM],1.2%,10.9%,26.5%
COc1ccc(C(=O)C(C)(C)NO)cc1,-7.7%,-2.9%,12.6%,-25.7%,15.1%[46.1 µM],5.4%,-21.6%,?
CN1C(=O)C(C2c3ccccc3C(=O)N2Cc2ccc([N+](=O)[O-])cc2)C(=O)N(C)C1=O (stereo unspecified),-1.4%,-2.0%,0.4%,0.7%,-6.0%[46.1 µM],-3.5%,-1.0%,5.8%
CN1CCN(c2ccc([N+](=O)[O-])c(N)c2)CC1,-8.4%,0.0%,1.1%,-6.9%,3.7%,5.5%,-2.0%,-4.1%

Record cards, as listed above. Values in the order: GAA inhib	Epigenetic reg	ALDH1A1 block	aGlu spleen mod	NPSR antagonist	Tau fluor counter	aGal spleen mod	GAA glycogen mod
Shown for CN(C)CC1CSCCC1(O)c1cccc(Cl)c1 (stereo unspecified) : 2.9%	2.0%	-0.2%	1.7%	5.5%[46.1 µM]	-0.4%	2.2%	0.3%
Shown for CCOC(=O)c1ccc(N2C(=O)CC(N3CC=C(c4ccc(F)cc4)CC3)C2=O)cc1 (stereo unspecified) : -11.0%	-2.1%	3.55µM*	-0.6%	-12.7%[46.1 µM]	-4.5%	2.2%	2.6%

Following part.
structure,GAA inhib,Epigenetic reg,ALDH1A1 block,aGlu spleen mod,NPSR antagonist,Tau fluor counter,aGal spleen mod,GAA glycogen mod
CC(C)C(=O)Nc1nnc(CCN(CCc2nnc(NC(=O)C(C)C)s2)[N+](=O)[O-])s1,-0.9%[15.4 µM],-0.8%,-12.6%,-0.8%,-21.1%,-9.5%,0.8%,10.7%
COP(=O)(OC)C(NC(C)=O)C(Cl)(Cl)Cl (stereo unspecified),-0.3%,0.2%,11.2%,-2.6%,14.3%,-11.6%,4.6%,-6.7%
O=C(COC(=O)Cc1ccccc1)NC12CC3CC(CC(C3)C1)C2,7.2%,-0.9%,?,-20.0%,-1.0%[46.1 µM],-2.0%,11.9%,8.6%
Cn1c(=O)n(C)c2cc([N+](=O)[O-])c(N3CCNCC3)cc21,0.5%,0.1%,5.7%,2.8%,7.4%,-12.9%,0.9%,3.0%
CCC1(CC)C(=O)N(C)C(=O)NC1=NC,.,-3.9%,.,5.1%,10.8%,3.2%,2.0%,1.4%
Oc1ccc(Cl)cc1Cc1cc(Cl)ccc1O,3.7%[15.4 µM],0.0%&-4.5%,11.9%&2.3%&6.2%,-2.0%&-1.3%&0.5%,-12.1%,11.2µM*[quencher],-4.2%&11.0%&-10.0%,-11.1%
Cc1cc2oc(=O)cc(-c3ccccc3)c2c(C)c1-c1ccc(CO)cc1,.,-1.8%,?,5.5%[119 µM],.,-17.9%[81.3 µM],2.7%[119 µM],.
Cc1ccc(N=C(N(C)C)P(=O)(N(C)C)N(C)C)cc1,-13.5%,-0.5%,1.7%,-6.2%,9.2%,9.0%,-0.7%,1.7%
O=c1[nH]c(=O)n(Cc2ccc(F)cc2)c(O)c1/C=N/Nc1ccccc1,.,-1.7%,.,-5.5%,-9.9%,?,4.4%,?
Cc1ccc2c(c1)C1CN(C)CCC1N2C(=S)Nc1cccnc1 (stereo unspecified),2.0%,-0.1%,9.6%,-8.6%,13.1%,-2.6%,5.8%,?
CCCN1[C@@H]2C[C@@H](O)CC[C@@H]2C[C@H]1C(=O)OC,.,8.1%,-5.8%,-0.8%,.,-20.3%,2.6%,.
O=c1[nH]c(O)c(N=Nc2ccc([N+](=O)[O-])cc2)c(=O)[nH]1,?,8.6%,?,-28.5%,-20.9%,-2.7%,?,10.2%
C[C@@H]1CC([C@H](O)CC2CC(=O)NC(=O)C2)C(=O)[C@@H](C)C1 (stereo partly specified),.,?,-6.3%,-1.1%,.,-10.7%,1.8%,.
O=C1NC(=O)C(=O)C(=O)N1,.,-1.5%,4.1%,3.2%,.,-24.9%,9.8%,.
CCOC(=O)c1c(-c2ccc(OC)cc2)oc2ccc(OC(=O)N(C)C)cc12,?,0.0%,?,-1.7%,-28.3%[46.1 µM],-25.8%,5.1%,-1.1%
Cc1cccc(OP(=O)(Oc2ccccc2)OC(c2ccccc2)C(F)(F)F)c1 (stereo unspecified),-2.1%,0.0%,-13.4%,-3.5%,?,-18.4%,-5.5%,-3.2%
CCC(CC)NCc1c[nH]c2ccccc12,10.2%,-4.3%,-0.1%,-1.1%,-28.5%,-6.5%,3.9%,-6.6%
c1ccc2c(c1)Sc1ccccc1N2CC1CN2CCC1CC2 (stereo unspecified),-4.3%,-0.3%,7.6%,-1.8%,?,-11.0%,-1.3%,4.2%
CC(=NCc1ccco1)c1c(O)n(-c2ccc(C)cc2)c(=O)[nH]c1=O,3.2%[15.4 µM],6.3%,-15.5%,-2.0%,-2.3%,-6.6%,-7.3%,7.4%
COc1cc(/C=N/Nc2ccc(S(N)(=O)=O)cc2)cc(OC)c1OC,-0.4%,-3.6%,0.4%,-2.9%,2.5%,-13.3%,-3.4%,?
Cc1nn(-c2ccccc2)c2c1C(c1ccc(F)cc1F)C(C#N)=C(N)O2 (stereo unspecified),-9.0%,1.1%,12.6µM*,3.6%,-16.2%[46.1 µM],-21.6%,6.1%,-20.3%
CN1CCC2=C[C@H](O)[C@@H]3OC(=O)c4cc5c(cc4[C@H]3[C@H]21)OCO5,.,-0.3%[16.9 µM],?,6.0%[29.1 µM],.,.,-9.0%[29.1 µM],.
CCC(C)C1NC(=O)C(C(C)=O)=C1O (stereo unspecified),.,1.1%,.,4.3%,-10.5%,3.1%,7.9%,-10.3%
C[C@H]1CC[C@@]2(NC1)O[C@@H]1C[C@H]3[C@@H]4CC=C5C[C@@H](O)CC[C@]5(C)[C@@H]4CC[C@]3(C)[C@@H]1[C@@H]2C,.,1.1%[16.9 µM],6.2%[20.9 µM],0.4%[29.1 µM],.,.,-19.2%[29.1 µM],.
O=C1CCc2c(ccc3ccccc23)O1,.,1.1%&-0.3%,-0.6%&-3.2%,18.1%&17.7%,.,-11.9%&-16.7%,?,.
Cc1ccc(CN2C(=O)NC(=O)C3(Cc4c(nc5ccccn5c4=O)N4CCCCCC43)C2=O)cc1 (stereo unspecified),-10.0%,-1.0%,?,-1.7%,-21.6%[46.1 µM],-1.7%,7.9%,5.5%
Cc1ccc(NC(=O)CN(C)CC(=O)Nc2cccc(F)c2)cc1[N+](=O)[O-],-11.2%,-0.9%,?,-3.2%,-0.4%,-24.2%,1.1%,-0.5%
CCN(CC)S(=O)(=O)c1cccc(N=Nc2c(O)n(CC)c(=S)n(CC)c2=O)c1,.,-7.5%,.,-2.6%,-50.6%,?,-0.6%,-3.9%
O=c1c2ccccc2nc(-c2ccco2)n1-c1ccccn1,-2.4%,1.7%,-6.1%,2.0%,-3.5%[46.1 µM],-3.3%,-3.6%,5.7%
O=P(OC1CCCCC1)(OC1CCCCC1)C(O)c1c(Cl)cccc1Cl (stereo unspecified),-4.7%,0.0%,-10.3%,3.6%,?,-4.4%,-2.9%,6.4%
